Screening data: PubChem BioAssay, The Scripps Research Institute Molecular Screening Center
V1R ag counter = V1a receptor agonism, counter-screen for OXTR agonists; P37288; CHO-V1R cells, Fluo-8 calcium fluorescence, agonist mode; 0% DMSO, 100% 3 nM vasopressin; activation, % at 3 µM; 320,000 compounds, 0.25% hits; AID 2797;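 active means activation above the mean activation of all tested compounds plus 3 SD, per screening run, cut at about 20% in these data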;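 further: signal is peak over basal fluorescence ratio across a 100 second FLIPR read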
OXTR potentiate = human OXTR potentiation; CHO-OTR cells, Fluo-8 calcium fluorescence, potentiator mode; 0% = oxytocin EC15, 100% = EC100; 320,000 compounds, 0.061% hits; activation, % at 3 µM; P30559;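 active means activation above that plate's cutoff, the mean activation of tested compounds plus 3 SD, cut at about 6.6% in these data, passing the limit was not always enough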;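 further: 100% uses oxytocin at 75 nM as the full agonist control; some results filed as inactive read as strong as hits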
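Material: human OTR in CHO cells. Compound: 3.0 µM, one dose. Timing: compound 6 min at room temperature before oxytocin, 100 s read. Evaluation: % activation of max/min ratio relative to oxytocin controls. Replication: single well per compound, singlicate. Signal: Fluo-8 calcium dye fluorescence.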
CHO parental Ca = counter-screen: ATP calcium response change in parental CHO cells | parental CHO-K1, ATP-induced calcium, Fluo-8 fluorescence | inhibition, % at 5.6 µM | 330,000 compounds, 0.63% hits | AID 463079;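 active means inhibition above that plate's mean sample inhibition plus 3 SD, cut at about 26% in these data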;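 further: 0% = ATP-challenged DMSO wells and 100% = DMSO wells without ATP; some compounds past the cut are filed as inactive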
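Material: Parental CHO cells | Reagent: ATP | Compound dosing: Single nominal dose of 5.6 µM per compound | Detection: Intracellular calcium via Fluo-8 no-wash fluorescent dye | Read-out: % inhibition of ATP-induced calcium mobilization | Benchmarks: Low control ATP plus DMSO, high control DMSO only | Replicates: Singlicate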
* hit, by the source's call.

SMILES	V1R ag counter	OXTR potentiate	CHO parental Ca
COc1ccccc1OCCNCC(O)COc1cccc2[nH]c3ccccc3c12 (stereo unspecified)	11	-25	-2
CCCCCCc1ccc(O)cc1O	0.4	-6	9
CCC(=O)O[C@]1(C(=O)SCF)[C@H](C)C[C@H]2[C@@H]3C[C@H](F)C4=CC(=O)C=C[C@]4(C)[C@@]3(F)[C@@H](O)C[C@@]21C	-0.3	-2	-10

Profiles from above.
CCCCCCc1ccc(O)cc1O is entered as V1R ag counter = 0.4; OXTR potentiate = -6; CHO parental Ca = 9
CCC(=O)O[C@]1(C(=O)SCF)[C@H](C)C[C@H]2[C@@H]3C[C@H](F)C4=CC(=O)C=C[C@]4(C)[C@@]3(F)[C@@H](O)C[C@@]21C is entered as V1R ag counter = -0.3; OXTR potentiate = -2; CHO parental Ca = -10

Sorted by formula weight (largest number first): some entries from above
SMILES	V1R ag counter	OXTR potentiate	CHO parental Ca
CCC(=O)O[C@]1(C(=O)SCF)[C@H](C)C[C@H]2[C@@H]3C[C@H](F)C4=CC(=O)C=C[C@]4(C)[C@@]3(F)[C@@H](O)C[C@@]21C	-0.3	-2	-10
COc1ccccc1OCCNCC(O)COc1cccc2[nH]c3ccccc3c12 (stereo unspecified)	11	-25	-2
CCCCCCc1ccc(O)cc1O	0.4	-6	9

Some of the compounds tested; count on the stated rates, not on these rows.
